# AP ELISA ortho: alternative pathway complement inhibition, orthogonal assay; Human serum alternative complement pathway, LPS-coated ELISA, C3 deposition; tested in compound mixtures; inhibition, % at 5 µM; 62,000 compounds, 0.08% hits; AID 1235;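 active = inhibition above 30% in each of the two pooled mixtures holding the compound, so the lower value exceeds 30%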;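 note: 0% = serum in Mg-EGTA without compound and 100% = EDTA serum blank; some compounds past the cut are filed as inactive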
#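 Assay system: Human serum alternative complement pathway, C3 deposition on LPS-coated wells | Incubation: 1 h serum-compound exposure at 37 °C | Doses: 5 µM per compound in ten-compound mixtures | Read-out: Percent inhibition | Technique: ELISA with HRP anti-human C3 antibody, TMB substrate, absorbance 450 nm | Replication: Two pool placements per compound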
# 5HT1E antag: 5-HT1E (human) receptor antagonism; inhibition, % at 6 µM; 65,000 compounds, 0.99% hits; AID 571; CHO 5-HT1E Ga15 NFAT-bla reporter, FRET, antagonist;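 active = inhibition above a set limit, the mean inhibition across every tested compound plus 3 SD, cut at about 29% in these data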;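 note: signal is the 460 over 535 nm emission ratio of beta-lactamase substrate; 0% = agonist plus DMSO wells and 100% = wells without agonist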
# 5HT1a antag: blocks the human serotonin 5-HT1a receptor | P08908 | CHO 5-HT1a Ga15 NFAT-bla reporter, antagonist mode | inhibition, % at 10 µM | 62,000 compounds, 0.68% hits;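 active = inhibition above the mean of all tested compounds plus 3 SD, cut at about 43% in these data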;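 note: receptor stimulated by 5-CT agonist at 100 nM near EC80; beta-lactamase reporter measured by ratiometric fluorescence of a cleavable substrate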
# S1P3 ag: S1P3 (human) receptor agonism | 60,000 compounds, 0.1% hits | Q99500 | activation, % at 4.5 µM | AID 373 | S1P3 NFAT-BLA reporter cells, FRET ratio; relative to 1 µM S1P, basal subtracted;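 active = activation above the screen-wide mean plus 3 SD, cut at about 4.5% in these data, passing the limit was not always enough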; note: some compounds called inactive have numbers as strong as hits
# Target sequence (Q99500 whole entry, looked up): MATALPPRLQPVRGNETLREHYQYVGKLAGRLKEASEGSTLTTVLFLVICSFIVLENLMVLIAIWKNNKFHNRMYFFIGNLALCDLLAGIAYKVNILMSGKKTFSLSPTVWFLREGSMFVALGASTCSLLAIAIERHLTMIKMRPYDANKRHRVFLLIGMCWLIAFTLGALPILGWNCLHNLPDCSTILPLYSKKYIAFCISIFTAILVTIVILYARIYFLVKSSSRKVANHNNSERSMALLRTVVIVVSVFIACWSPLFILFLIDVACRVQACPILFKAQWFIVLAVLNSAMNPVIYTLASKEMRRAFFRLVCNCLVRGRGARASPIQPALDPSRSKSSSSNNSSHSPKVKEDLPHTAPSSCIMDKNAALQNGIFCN
#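 Assay system: stable CHO line with human S1P3, Gα16, NFAT-BLA reporter; Detection: FRET β-lactamase substrate fluorescence, excitation 405 nm, 460/535 nm emission ratio, background-subtracted; Read-out: percent activation versus median 1 µM S1P response, basal-subtracted, per plate; Incubation: cells plated overnight, compound 4 h 37 °C, substrate 2 h RT.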
# HTR1E agonist: agonists of human 5-HT1E serotonin receptor. P28566. CHO 5-HT1E Ga15 NFAT-bla reporter, FRET; 0% DMSO wells, 100% control agonist wells. activation, % at 6 µM. 65,000 compounds, 0.69% hits. AID 574;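 active = activation above a set limit, the screen-wide mean activation plus 3 SD, cut at about 8.5% in these data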;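 note: 100% = positive control agonist at 1 µM giving full maximal response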
# RORA act: activators of human nuclear receptor RORA | P35398 | CHO-K1 Gal4-RORA LBD luciferase reporter, luminescence; percent increase over mock-subtracted basal signal | activation, % at 10 µM | 65,000 compounds, 1.5% hits | AID 560;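 active = activation above the mean of all tested compounds plus 3 SD, cut at about 49% in these data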;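 note: 0% = DMSO-treated RORA cells and 100% = added signal equal to DMSO minus mock-transfected cells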
# S1P1 ag pot: S1P1 (human) agonism or agonism potentiation; S1P1 CRE-bla cells, forskolin, beta-lactamase FRET, potentiator mode; S1P1 agonist co-added at EC20, 2 nM; 100% = saturating reference agonist, 0% = basal; activation, % at 9.5 µM; 56,000 compounds, 0.57% hits; AID 449; P21453;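 active = activation above a cutoff set at the mean activation of all tested compounds plus 3 SD, cut at about 54% in these data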;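 note: forskolin at 4 µM as EC80 and the EC20 agonist is SEW2871; 100% = SEW2871 at its EC100 plus forskolin at EC80; some compounds past the cut are filed as inactive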
# Target sequence (P21453 whole entry, looked up): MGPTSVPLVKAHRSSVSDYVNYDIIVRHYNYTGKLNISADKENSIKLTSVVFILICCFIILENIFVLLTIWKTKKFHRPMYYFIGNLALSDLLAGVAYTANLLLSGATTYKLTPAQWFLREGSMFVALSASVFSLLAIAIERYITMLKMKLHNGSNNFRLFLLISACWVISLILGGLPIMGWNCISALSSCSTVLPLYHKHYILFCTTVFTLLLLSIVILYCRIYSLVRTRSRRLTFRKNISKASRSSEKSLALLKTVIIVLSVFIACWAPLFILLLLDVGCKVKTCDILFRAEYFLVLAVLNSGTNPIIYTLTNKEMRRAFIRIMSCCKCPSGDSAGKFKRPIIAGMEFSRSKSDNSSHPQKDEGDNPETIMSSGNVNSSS
# SF-1 act: SF-1 (human) activation | AID 522 | CHO-K1 Gal4-SF-1 LBD luciferase reporter; % increase over DMSO SF-1-specific signal | 65,000 compounds, 1.9% hits | activation, % at 10 µM;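 active = activation above the mean activation of all tested compounds plus 3 SD, cut at about 50% in these data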
#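 material = CHO-K1 cells with Gal4–hSF-1 LBD chimera plus Gal4-driven luciferase | compound = 10 µM single point, 1% DMSO | incubation = 20 h compound exposure at 37 °C after 1 h cell settling | measured by = SteadyLite luciferase luminescence | evaluation = percent activation relative to DMSO median and mock-transfected background | control set = DMSO negative control and −SF1 background wells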
# Ecoli tolC: growth inhibitors of E. coli BW25113 tolC mutant; OD615; growth inhibition, % at 10 µM (by protocol); 65,000 compounds, 2.2% hits; AID 573;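 active = growth inhibition at or above a cutoff equal to the mean over every tested compound plus 3 SD, cut at about 60% in these data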;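 note: growth measured after 20 h incubation at 37 °C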
#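 Assay system: tolC-deleted E. coli BW25113. Medium: kanamycin-containing LB broth (50 µg/mL). Dosing: 10 µM final, single dose. Timing: bacterial growth with compound for 20 h at 37 °C. Detection: A615 absorbance measurement. Read-out basis: growth inhibition in percent.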
# * marks the source's active call; other numbers are inactive results; / = not tested or not shown. Rows are unselected; overall some 7.1% were active at least once.
SMILES,AP ELISA ortho,5HT1E antag,5HT1a antag,S1P3 ag,HTR1E agonist,RORA act,S1P1 ag pot,SF-1 act,Ecoli tolC
CN(c1ccc(C(=O)Nc2ccccc2C(F)(F)F)cc1)S(C)(=O)=O,0,-5,-7,0.2,0.1,-1,3,15,-12
Cc1nc(N2CCCC2C(=O)O)c2oc3ccccc3c2n1 (centres undefined),1,-12,12,-0.4,0.4,-15,-11,-14,-17
COc1ccc(-c2cc(C(F)(F)F)nc(S(=O)(=O)CCC(=O)N3CCOCC3)n2)cc1,/,3,12,-1.5,-0.4,-16,0,-1,13
CCNc1nc(Oc2ccc(C(=O)OC)cc2)nc(N(C)C)n1,13,9,11,-1.4,-0.5,4,-29,-22,-2
CCc1c(C)c(C#N)c2nc3ccccc3n2c1Nc1c(C)n(C)n(-c2ccccc2)c1=O,1,-7,-2,0.2,-0.1,6,4,4,11
COc1ccc(OC)c(S(=O)(=O)NCc2cn3cccc(C)c3n2)c1,/,-12,-10,0.2,-0.8,-34,1,4,-9
COc1ccc(N2CCN(C(=O)CSc3nnc4n3C(C)(C)Cc3ccccc3-4)CC2)cc1,1,-3,2,0.8,0.2,26,-27,2,7
CC1CCCN(S(=O)(=O)c2cc(Cl)ccc2Cl)C1 (centres undefined),-10,3,14,-0.9,0.0,-11,20,-28,27
O=C(CSc1nc2ccccc2o1)Nc1ccc(N2CCOCC2)c(Cl)c1,14,12,-4,-1.7,-0.2,30,119*,4,46
CCCCOC(=O)N1CCOCCOCCN(C(=O)OCCCC)CCOCCOCC1,1,4,10,-0.3,-0.1,7,-3,-10,-3
COc1ccc(S(=O)(=O)N2CCCCCC2)cc1C(=O)OCc1c(C)noc1C,16,14,-7,-0.3,0.1,2,10,15,16
O=C(c1cc(-c2ccccc2O)on1)N1CCc2ccccc2C1,-2,-6,-23,-0.4,0.8,-14,-6,23,12
COc1ccccc1C(=O)NCc1ccncc1,10,-10,1,-0.7,0.0,-21,-19,6,-10
CCC(=O)c1ccc(OCc2ccc(C(=O)OC)o2)c(OC)c1,11,11,6,-1.3,-1.1,20,-12,16,5
O=C(c1cccs1)N1CCN=C1SCc1ccccc1,9,0,-2,-0.8,-0.2,-9,11,-20,-9
CCC1Sc2ccccc2N(CC(=O)NCCC(C)C)C1=O (centres undefined),10,-1,20,0.6,0.2,9,12,17,-9
COCCCNC(=O)C1CC(=O)N(CCc2ccc(OC)c(OC)c2)C1 (centres undefined),-2,-2,-2,-1.1,-1.1,-1,8,-21,-10
Cc1ccc(S(=O)(=O)NCCCNC(=O)N2CCOCC2)cc1,7,0,7,-1.1,0.0,-3,/,13,-14
Cc1ccc2[nH]c3c(c2c1)CCC3=O,1,-2,1,0.6,0.2,-3,-29,-4,-2
CCCCc1nnc(SCc2ccc(OCC)cc2)n1N,1,11,8,-0.6,0.1,13,-13,0,-16
COc1ccccc1CNC(=O)CNCC1CCCO1 (centres undefined),15,7,6,-1.2,-0.8,-12,6,0,-14
COc1ccc(NS(=O)(=O)c2ccc(NC(C)=O)cc2)cc1OC,-9,-2,4,-0.7,-1.5,-5,23,-30,-2
CCCCCCSC1=C(C#N)C(c2ccc(O)cc2)CC(=O)N1 (centres undefined),-3,13,3,-0.6,-0.7,3,-4,-5,28
Cc1csc2nc(CNC(=O)CCC(=O)O)cn12,8,3,6,-0.2,0.6,-14,-35,6,-20
COc1cc(C2C(C#N)=C(N)Oc3cc(C)oc(=O)c32)ccc1OC(=O)N1CCOCC1 (centres undefined),8,-14,-9,0.7,0.2,-2,-4,-4,-19
CCC(c1nnnn1Cc1ccco1)N(CCc1ccccc1)Cc1cc2ccc(OC)cc2[nH]c1=O (centres undefined),-1,-3,0,0.1,0.4,-2,3,-7,33
COCCN(CCOC)S(=O)(=O)c1ccc(C(=O)Nc2nc(C)c(C(C)=O)s2)cc1,17,-1,-14,-1.3,-0.1,-9,7,7,18
O=C(O)CCCC(=O)OCCCCc1cccs1,-2,4,-5,-1.2,-0.2,-13,-10,-1,-6
Nc1nc(-c2cccs2)c(NC(=O)c2ccccc2)s1,20,-1,5,-0.1,-0.3,5,-2,7,-2
Cc1c(NC(=O)c2cc(-c3ccc4c(c3)OCO4)on2)c(=O)n(-c2ccccc2)n1C,6,-10,-16,0.1,-0.3,-10,-11,-3,-9
COc1ccc(-n2nnnc2SCC(=O)c2ccc(OC)c(OC)c2)cc1,-7,13,-9,-0.4,-0.2,-19,4,-4,4
COc1ccccc1CNC(=O)CSc1nc2nc(C)cc(C)n2n1,-2,10,2,/,-0.5,-8,/,1,-14
Cc1cnc(NC(=O)C2=C(O)c3ccccc3S(=O)(=O)N2C)s1,11,4,/,-1.3,-0.1,-20,23,-20,8
COc1ccc(Nc2oc(COc3ccccc3F)nc2C#N)cc1,7,0,4,0.7,0.4,-3,10,-11,-3
CCOc1cccc(-c2nnc3sc(-c4cc(OC)c(OC)c(OC)c4)nn23)c1,/,11,/,1.4,-0.4,14,-20,7,20
CCn1c2ccccc2c2nnc(SCc3ccccc3)nc21,10,33*,20,0.2,1.3,22,-14,13,73*
O=c1c2[nH]c3ccc(F)cc3c2ncn1C1CCCCC1,11,-6,-12,-0.2,1.1,11,-13,13,-25
Cc1ccc(Cl)cc1N1CCN(C(=O)CN2C(=O)c3cccc4cccc2c34)CC1,2,-5,11,-0.7,-1.0,6,/,-14,15
O=C(Nc1nnc(-c2ccco2)o1)C1CCCCC1,17,-6,-21,-0.1,0.5,-13,-9,-2,-13
O=C(c1ccccc1)N1CCN(C2CC(=O)N(CCc3ccccc3)C2=O)CC1 (centres undefined),16,4,-1,-2.1,-0.8,1,3,15,-11
O=C(Nc1ccc2nn(-c3ccccc3)nc2c1)c1ccc2c(c1)OCO2,14,6,6,-0.7,-0.9,0,/,19,11
CCOC(=O)CSc1nnnn1-c1cccc2ccccc12,8,6,4,-0.6,-0.3,-16,/,-12,5
Cc1oc(-c2cccs2)nc1CS(=O)CC(=O)NCCCN1CC(C)CC(C)C1 (centres undefined),11,-3,8,-1.6,-0.5,-22,9,-3,-11
CC1CCC(NC(=O)c2cc3c(s2)CS(=O)(=O)C3)CC1 (centres undefined),14,1,-1,0.9,0.8,29,-3,21,-3
COc1ccc(OC)c(C2C(C(C)=O)=C(O)C(=O)N2CCC(=O)O)c1 (centres undefined),14,-15,7,-0.9,0.2,-16,-8,-5,-11
CCOc1ccc(C(=O)Nc2c(C(N)=O)oc3ccccc23)cc1,/,12,-4,-0.1,-0.1,11,54*,30,-8
Cc1ccc(-c2cc(-c3nnc(SCC(=O)N(C)CCC#N)n3N)c3ccccc3n2)cc1,15,7,-10,-0.1,-0.9,20,-11,11,4
COCCNC(=O)Cn1nc(C)c2ccccc2c1=O,19,-5,-2,-1.4,1.1,6,-22,-19,14
O=C(O)C1CCCCC1C(=O)Nc1ccccc1Nc1ccccc1 (centres undefined),7,-3,-2,-0.7,0.1,-15,6,2,13
CCc1nnc(NC(=O)CCC(=O)N2CCN(Cc3ccccc3)CC2)s1,12,-1,-7,-1.0,1.3,4,-14,-1,-5
Cc1ccc(-n2ncc(C#N)c2/N=C/N2CCCCCC2)cc1,6,-5,-18,0.6,0.6,6,/,10,44
COC(=O)C1=C(C)N(C)C(=O)NC1c1cc(Cl)cc(Cl)c1OC (centres undefined),10,4,-8,0.1,-0.8,-13,7,-8,17
CC(=O)N1CCc2cc(NC(=O)c3ccc(C)cc3)ccc21,9,-5,4,-0.6,-0.6,-14,/,19,3
CCn1c(Cc2c(C)[nH]c3ccccc23)n[nH]c1=S,7,5,5,-1.0,0.5,-8,1,-12,4
CN1CCc2c(sc3nc(SCC(=O)N4CCOCC4)nc(N)c23)C1,3,-2,1,/,0.1,-7,/,2,1
CC(=O)c1cc(CN2CCCCC2)cc(OC(C)C)c1,-2,-1,/,-3.1,0.5,-27,-13,8,1
Cc1cc(N2CCOCC2)cc(C)[n+]1[O-],17,13,7,/,-0.8,-20,/,-1,-8
COc1ccc(C(c2nnnn2Cc2cccs2)N2CCN(c3ccccc3F)CC2)cc1OC (centres undefined),-6,-6,22,-0.5,0.1,6,2,-3,27
O=S(=O)(NC1CCCCC1)c1cccc(-c2nnc(-c3ccccc3)o2)c1,0,8,-8,0.0,-1.4,-10,-18,-8,7
Cc1cccc(OCCn2c(=O)n(C)c3ccccc32)c1,13,5,9,0.1,0.2,67*,-17,81*,21

# 3 of the entries above in order of their number in 5HT1a antag, ascending.
SMILES | AP ELISA ortho | 5HT1E antag | 5HT1a antag | S1P3 ag | HTR1E agonist | S1P1 ag pot
CN1CCc2c(sc3nc(SCC(=O)N4CCOCC4)nc(N)c23)C1 | 3 | -2 | 1 | / | 0.1 | /
CC(=O)N1CCc2cc(NC(=O)c3ccc(C)cc3)ccc21 | 9 | -5 | 4 | -0.6 | -0.6 | /
Cc1cccc(OCCn2c(=O)n(C)c3ccccc32)c1 | 13 | 5 | 9 | 0.1 | 0.2 | -17

# (listing goes on)
SMILES,AP ELISA ortho,5HT1E antag,5HT1a antag,S1P3 ag,HTR1E agonist,RORA act,S1P1 ag pot,SF-1 act,Ecoli tolC
CC(C(=O)N1c2ccccc2Sc2ccccc21)n1nnc(-c2cccs2)n1 (centres undefined),12,-8,34,-0.9,-0.7,-24,21,-4,7
CC1=C(C(=O)OCC(C)C)C(c2cc3c(cc2Br)OCO3)NC(=O)N1C (centres undefined),10,-6,0,0.4,-0.4,19,-33,-3,66*
COc1ccccc1-c1c(C#N)c(SCC(=O)N2CCCC2)nc(C)c1C(N)=O,10,-5,-9,/,-1.0,-5,/,-9,-8
COc1ccc(-c2[nH]ncc2-c2cnc(C)s2)c(O)c1,14,3,-3,-0.7,-0.3,-17,-22,-25,1
COCC(=O)Nc1nnc(C2CCCCC2)s1,16,-2,-6,-1.0,-0.5,52*,-17,34,-3
O=C(NCc1ccccc1)N1CCC(n2cnc3cc(F)ccc32)CC1,5,-7,-6,-0.4,-0.1,-11,14,14,12
Cc1cc(C)n(-c2nncn2NC(=O)c2ccc(Cl)cc2O)n1,26,-2,1,-0.4,0.2,8,-6,1,9
NS(=O)(=O)c1ccc(NC(=O)CSC2=NC(=O)C(c3ccccc3)C(=O)N2)cc1 (centres undefined),-3,4,-8,-0.7,0.9,-3,-5,7,-8
